Screens from PubChem BioAssay.
PAD4 inh = blocks human protein arginine deiminase 4. Q9UM07. recombinant PAD4, RCA probe fluorescence polarization. inhibition, % at 6.36 µM. 0.41% of 330,000 active;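 active = percent inhibition above a cutoff equal to the mean of all tested compounds plus 3 SD, cut at about 15% in these data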;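 note: 0% = PAD4 with RCA probe and DMSO and 100% = probe without PAD4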
Target sequence (Q9UM07 whole entry, looked up): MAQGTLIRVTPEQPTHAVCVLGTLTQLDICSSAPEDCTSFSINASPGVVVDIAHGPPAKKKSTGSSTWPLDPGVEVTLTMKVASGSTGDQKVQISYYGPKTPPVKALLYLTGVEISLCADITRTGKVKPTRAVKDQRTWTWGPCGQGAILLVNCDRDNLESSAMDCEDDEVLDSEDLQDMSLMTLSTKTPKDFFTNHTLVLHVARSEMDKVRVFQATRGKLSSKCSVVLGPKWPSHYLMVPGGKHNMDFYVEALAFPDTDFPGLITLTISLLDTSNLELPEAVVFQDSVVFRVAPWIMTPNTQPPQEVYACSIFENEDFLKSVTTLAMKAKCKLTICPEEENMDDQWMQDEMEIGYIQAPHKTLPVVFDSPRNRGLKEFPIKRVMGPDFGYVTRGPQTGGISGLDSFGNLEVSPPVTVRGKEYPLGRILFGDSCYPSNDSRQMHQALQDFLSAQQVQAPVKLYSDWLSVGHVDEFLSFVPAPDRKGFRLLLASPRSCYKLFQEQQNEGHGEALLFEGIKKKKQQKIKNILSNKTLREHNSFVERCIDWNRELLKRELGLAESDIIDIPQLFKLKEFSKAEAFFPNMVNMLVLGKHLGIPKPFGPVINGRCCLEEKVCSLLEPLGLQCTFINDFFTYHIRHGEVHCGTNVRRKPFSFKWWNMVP
ZTA DNA inh = counter-screen for EBNA-1 inhibitors: inhibitors of Epstein-Barr virus ZTA; AID 2234; ZTA-DNA binding, fluorescence polarization; 0.15% of 320,000 active; inhibition, % at 11 µM; in the data active = inhibition above about 33%
EBNA-1 inh = blocks EBNA-1 binding to DNA. EBNA-1 DNA binding, fluorescence polarization. inhibition, % at 14.8 µM. 0.34% of 300,000 active; in the data active = inhibition above about 28%
LYPLA1 counter = LYPLA1 (human) inhibition in PME1 counter-screen. 0.16% of 320,000 active. recombinant LYPLA1, FP-Rh probe fluorescence polarization. inhibition, % at 5.9 µM. O75608;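 active = inhibition above the mean of all tested compounds plus 3 SD, set per campaign, cut at about 14% in these data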;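 note: inhibitors block serine hydrolase probe labeling of LYPLA1 so polarization falls; 0% = enzyme with DMSO and 100% = wells lacking LYPLA1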
Target sequence (O75608 whole entry, looked up): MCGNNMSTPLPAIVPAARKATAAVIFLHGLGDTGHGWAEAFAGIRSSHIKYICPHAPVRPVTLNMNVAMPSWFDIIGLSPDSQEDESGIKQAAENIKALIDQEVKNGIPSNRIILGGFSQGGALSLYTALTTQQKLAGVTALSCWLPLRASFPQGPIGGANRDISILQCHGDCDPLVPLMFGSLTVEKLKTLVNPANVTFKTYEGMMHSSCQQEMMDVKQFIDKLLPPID
PAFAH1B3 inh = inhibitors of human PAFAH1B3. inhibition, % at 3.39 µM. 0.28% of 340,000 active. Q15102. recombinant PAFAH1B3, FP-rhodamine probe, fluorescence polarization;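 active = inhibition above the screen-wide average of all tested compounds plus 3 SD, cut at about 25% in these data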;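 note: 0% = enzyme with DMSO only and 100% = wells lacking PAFAH1B3 protein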
LYPLA2 counter = counter-screen for PME1 inhibitors: inhibitors of human LYPLA2. O95372. recombinant LYPLA2, FP-Rh probe fluorescence polarization. inhibition, % at 5.9 µM. 0.38% of 320,000 active. AID 2177;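 active = inhibition above the screen-wide mean plus 3 SD, limit set per campaign, cut at about 26% in these data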;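 note: 0% = LYPLA2 with DMSO and 100% = wells lacking LYPLA2 enzyme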
PAFAH2 inh = PAFAH2 (human) inhibition; recombinant PAFAH2, FP-rhodamine activity probe, fluorescence polarization; inhibition, % at 3.39 µM; 0.99% of 340,000 active;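 active = inhibition above the mean over all tested compounds plus 3 SD, cut at about 30% in these data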;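 note: inhibitors block probe labeling of enzyme so polarization drops; 0% = enzyme with DMSO and 100% = wells lacking PAFAH2 protein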
PREPL inh = inhibitors of human prolyl oligopeptidase-like enzyme PREPL | Q4J6C6 | recombinant PREPL, fluorescence polarization activity-based probe | inhibition, % at 5.96 µM | 0.68% of 320,000 active; in the data active = inhibition above about 43%;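 note: 0% = enzyme with DMSO and 100% = wells lacking enzyme; many of its hits are not listed in these tables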
GSTO1 counter = GSTO1 inhibition, counter-screen for RBBP9 inhibitors | 1.1% of 300,000 active | recombinant GSTO1, activity-based probe fluorescence polarization | P78417 | inhibition, % at 5.96 µM;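 active = inhibition above the campaign mean inhibition plus 3 SD, cut at about 35% in these data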;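 note: 0% = GSTO1-1 with DMSO and 100% = wells lacking GSTO1-1 enzyme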
Starred values were filed as active, the others as inactive; . = not tested or not shown.

SMILES	PAD4 inh	ZTA DNA inh	EBNA-1 inh	LYPLA1 counter	PAFAH1B3 inh	LYPLA2 counter	PAFAH2 inh	PREPL inh	GSTO1 counter
COc1cc(CCCN2C(N)=NC[C@@H]2c2ccccc2)cc(OC)c1OC	-5	-1	-7	2	2	4	-1	8	3
CCN(CC(=O)Nc1ccccc1OC)CC(=O)Nc1sccc1C#N	-5	17	5	-2	-2	-1	-1	-8	7
S=C1NC2CCCCC2N1 (stereo not drawn)	-4	-10	5	1	7	1	0	0	-12
CC1CN(C(=O)c2cccs2)CCN1C(=O)c1cccs1 (stereo not drawn)	0	-1	-5	1	4	6	0	-2	-1
CC(C)C(=O)c1cn(CC(=O)O)c2ccccc12	-6	-2	-5	-1	8	-7	5	-7	7
CCOc1cc(/C=C2\C(=N)N3N=C(CC)SC3=NC2=O)ccc1OCCOc1ccc(NC(C)=O)cc1	-6	1	-2	-8	5	-9	-5	5	-2
Cc1cccc(N2CCN(C(=O)C3CCN(S(=O)(=O)c4cccnc4)CC3)CC2)c1C	0	16	9	4	-3	-1	1	4	6
Cc1c(NC(=O)CN2CCN(c3ccc(F)cc3)CC2)c(=O)n(-c2ccccc2)n1C	1	-2	4	1	8	-2	0	1	2
O=C(COc1cccc(Cl)c1)NNC(=S)Nc1ccccc1	1	10	8	2	-3	3	7	-7	0
CCc1ccc(N2CC(C(=O)Nc3nc4ccc(S(C)(=O)=O)cc4s3)CC2=O)cc1 (stereo not drawn)	-1	14	14	-1	5	8	-8	-5	-6
Cc1ccc(NC(=O)CC2SC(=NC3CCCCC3)NC2=O)cc1 (stereo not drawn)	-3	17	13	-2	8	6	-3	-1	0
CCN(CC)S(=O)(=O)c1ccc(NC(=O)C2COc3ccccc3O2)cc1 (stereo not drawn)	-3	-8	-10	-6	3	-10	10	-1	1
COc1ccccc1C(=O)N/C(=C\c1ccc(Br)cc1)C(=O)NCCCO	-5	-14	-2	-2	5	3	3	-3	0
O=C(O)c1ccc(CN2C(=O)c3ccc(C(=O)O)cc3C2=O)cc1	-1	2	5	-1	2	-2	0	1	-2
CC1CCC2(CC1)NC(=O)N(CC(=O)NCCc1ccc(F)cc1)C2=O (stereo not drawn)	-2	-6	.	0	5	-4	-2	-8	.
CN1C(=O)CSC1=NC12CC3CC(CC(C3)C1)C2	3	-5	8	2	2	1	5	3	2
CC1CCN(CCC(=O)Nc2ccc(Cl)cc2)CC1	6	10	13	2	5	9	1	1	2
FC(F)(F)c1cccc(Cc2noc(CN3CCC(N4CCCCC4)CC3)n2)c1	2	13	3	0	1	6	5	7	6
Cn1c(N2C(=O)CC(Cc3ccccc3)C2=O)nc2ccccc21 (stereo not drawn)	1	8	6	-5	-2	-3	-5	-1	11
Nc1c(C(=O)NCc2ccc(F)cc2)c2nc3ccccc3nc2n1CCCN1CCOCC1	-7	66*	7	-2	7	0	15	61*	-4

Ordered by length of the SMILES (low to high): some entries from above.
SMILES	PAD4 inh	ZTA DNA inh	EBNA-1 inh	LYPLA1 counter	PAFAH1B3 inh	LYPLA2 counter	PAFAH2 inh	PREPL inh	GSTO1 counter
O=C(COc1cccc(Cl)c1)NNC(=S)Nc1ccccc1	1	10	8	2	-3	3	7	-7	0
CCN(CC(=O)Nc1ccccc1OC)CC(=O)Nc1sccc1C#N	-5	17	5	-2	-2	-1	-1	-8	7
Cc1c(NC(=O)CN2CCN(c3ccc(F)cc3)CC2)c(=O)n(-c2ccccc2)n1C	1	-2	4	1	8	-2	0	1	2

Back to the main list, starting 7 compounds before the break.
SMILES	PAD4 inh	ZTA DNA inh	EBNA-1 inh	LYPLA1 counter	PAFAH1B3 inh	LYPLA2 counter	PAFAH2 inh	PREPL inh	GSTO1 counter
O=C(O)c1ccc(CN2C(=O)c3ccc(C(=O)O)cc3C2=O)cc1	-1	2	5	-1	2	-2	0	1	-2
CC1CCC2(CC1)NC(=O)N(CC(=O)NCCc1ccc(F)cc1)C2=O (stereo not drawn)	-2	-6	.	0	5	-4	-2	-8	.
CN1C(=O)CSC1=NC12CC3CC(CC(C3)C1)C2	3	-5	8	2	2	1	5	3	2
CC1CCN(CCC(=O)Nc2ccc(Cl)cc2)CC1	6	10	13	2	5	9	1	1	2
FC(F)(F)c1cccc(Cc2noc(CN3CCC(N4CCCCC4)CC3)n2)c1	2	13	3	0	1	6	5	7	6
Cn1c(N2C(=O)CC(Cc3ccccc3)C2=O)nc2ccccc21 (stereo not drawn)	1	8	6	-5	-2	-3	-5	-1	11
Nc1c(C(=O)NCc2ccc(F)cc2)c2nc3ccccc3nc2n1CCCN1CCOCC1	-7	66*	7	-2	7	0	15	61*	-4
CC(=O)Nc1ccc(NC(=O)c2ccc(Cl)nc2)cc1	-3	-17	-8	4	5	1	3	22	14
CC1CCCCN1C(=S)NC(=O)c1cccs1 (stereo not drawn)	0	-6	-3	4	10	12	2	0	0
CC(C)C(NC(=O)CC12CC3CC(CC(C3)C1)C2)C(=O)O (stereo not drawn)	-5	21	-1	1	4	5	5	2	8
CCN(C[C@H]1N[C@@](Cc2ccccc2)(C(=O)OC)[C@H]2C(=O)N(C)C(=O)[C@@H]12)C(=O)C1CCCCC1	-1	.	.	.	-7	.	4	20	.
Oc1ccc(/C=N/Nc2ccc(Cl)nn2)cc1O	-1	-8	-17	-1	7	-6	10	8	60*
Cc1cc(SCNC(=O)c2ccccc2)ncn1	7	2	13	2	-1	6	13	2	17
O=C(NCCN1C(=O)S/C(=C/c2ccccc2)C1=O)C1CC(=O)N(Cc2ccccc2)C1 (stereo not drawn)	2	4	.	0	7	0	3	-5	.
COc1cc(OC)cc(C(=O)NN(CCC#N)C2=NS(=O)(=O)c3ccccc32)c1	-2	-4	-18	0	2	3	1	-2	0
CC1CN(C(=O)c2ccccc2)OC(c2ccc3c(c2)OCO3)O1 (stereo not drawn)	1	0	6	-2	6	-3	-4	-16	3
O=C(Cc1ccccc1)NNC(=O)c1cccs1	-3	10	8	-1	6	1	-1	-1	2
CCN(CC)S(=O)(=O)c1cccc(C(=O)Nc2cc3oc4ccccc4c3cc2OC)c1	2	-7	-8	1	-2	-10	-14	-1	-5
c1ccc2nc3[nH]cnc3nc2c1	3	-1	-1	2	4	2	5	4	4
O=S(=O)(c1ccccc1)N1CCC(O)(CSc2ccc(F)cc2)CC1	2	-22	-6	1	5	6	6	0	3
Cc1ccc(N2CCN(/N=C/C=C/c3ccccc3)CC2)cc1	-4	7	5	-4	7	5	3	-4	4
O=C(O)CCCn1cc(NC(=O)COc2cc(F)ccc2[N+](=O)[O-])cn1	-13	2	-19	1	7	-7	-3	12	-11
COc1ccc(CCNC(=O)C2(C)CCC(=O)N2Cc2ccc3c(c2)OCO3)cc1OC (stereo not drawn)	1	16	13	0	-1	0	-1	1	4
O=C(NCc1cccs1)c1ccc2c(c1)ncn2C1CCCC1	8	-17	-1	1	-2	6	4	23	11
CCCCC(=O)Nc1ccc(NC(=O)c2ccc([N+](=O)[O-])cc2Cl)cc1OC	-1	8	9	0	6	3	-11	4	-4
Cc1ccccc1NCC(=O)N/N=C/c1c[nH]c2ccccc12	0	-10	-12	-2	2	0	0	8	1
Cc1ccc(CCc2nnc(SCC(=O)Nc3cccc(Cl)c3)n2-c2ccccc2)o1	-3	13	-1	0	-3	-2	-8	-4	1
Cc1cc(-c2nnc(CCC(=O)NCC(C)c3ccccc3)o2)no1 (stereo not drawn)	-4	5	1	-1	-4	-6	11	12	2
Cc1nn(C)c(C(=O)N/N=C/c2cc3c(cc2Br)OCO3)c1Br	-3	-6	15	2	1	-5	5	15	3
O=C(c1ccc(Cl)cc1)N(Cc1ccccc1F)N1C(=O)CCCC1=O	-2	-9	8	-1	-2	-2	1	-11	0
Cc1nc2scc(-c3cccs3)c2c(=O)o1	0	-7	5	-5	4	7	-1	-1	5
CCc1cc(C(=O)N2CCCC(Nc3ccc(F)c(F)c3)C2)n(C)n1 (stereo not drawn)	-1	9	2	3	9	8	1	13	0
CN1CCN(c2nc(C#N)cc(-c3ccccc3)n2)CC1	6	11	-1	3	0	3	-2	-32	-9
C=CCNC(=S)N1CCN(c2ccc([N+](=O)[O-])cc2)CC1	-5	5	3	-3	2	-3	3	-50	-1
Cc1ccc(CC2CC(=O)N(c3cc(Cl)ccn3)C2=O)cc1 (stereo not drawn)	2	13	15	3	5	4	10	25	0
O=C(Cn1nc(-c2ccccc2)ccc1=O)Nc1ccc(N2CCN(C(=O)c3cccs3)CC2)cc1	-2	-6	-7	4	2	8	0	36	-11
COc1ccc(-c2nnc(SCC(=O)Nc3cccnc3Cl)n2C)cc1	-2	-15	-7	2	7	4	1	15	9
Nc1ccc(Br)cc1C(NCC(=O)O)c1ccccc1 (stereo not drawn)	1	-7	-16	1	.	-1	.	4	-3
CC(NS(=O)(=O)c1ccc2[nH]c(=O)c(=O)[nH]c2c1)C(=O)O (stereo not drawn)	-4	1	-11	1	-1	2	-1	-9	12
COc1ccc(-c2cc(=O)oc3cc4occ(C)c4cc23)cc1	2	-13	0	-5	0	-3	-2	6	-1
CCN=C(NCC)SC1CC(=O)N(c2ccc(F)cc2)C1=O (stereo not drawn)	-3	-6	-1	2	3	-3	-7	3	-1
O=C(c1ccc(Cl)c(S(=O)(=O)N2CCCCCC2)c1)N1CCN(c2ccccc2O)CC1	-2	10	1	-1	6	1	3	11	6
FC(F)(F)c1ccccc1NC(=S)N1CCN(c2ncccn2)CC1	2	11	-1	-1	-9	0	-4	4	-2
Cc1c(C(=O)N(C)CCn2ccnc2C)oc2c(F)cccc12	-3	6	-1	-4	-2	-5	-3	5	3
COC(=O)c1c(NC(=O)CSc2nnc(-c3cccnc3)n2Cc2ccco2)sc(C)c1C	-6	-4	-5	-5	8	4	11	5	7
Brc1ccc2c(c1)C(c1cccs1)=NNC(c1cccnc1)=N2	-3	-16	2	-1	5	15	6	-57	-4
CCC(C(=O)NCc1cccs1)n1nc(C)n2c(cc3occc32)c1=O (stereo not drawn)	-4	1	-18	-1	7	7	-5	3	-2
COc1ccc(C)cc1S(=O)(=O)N1CCCC(C(=O)N2CCN(c3ccccc3)CC2)C1 (stereo not drawn)	1	-5	11	3	7	6	-2	28	9
CCOP(=O)(OCC)/C(C#N)=C/c1ccc([N+](=O)[O-])cc1	-5	-14	-3	8	9	1	4	4	2

Some values from above.
Under GSTO1 counter, CCc1ccc(N2CC(C(=O)Nc3nc4ccc(S(C)(=O)=O)cc4s3)CC2=O)cc1 (stereo not drawn) is listed with -6
Under PREPL inh, Cc1ccc(N2CCN(/N=C/C=C/c3ccccc3)CC2)cc1 is listed with -4
Under LYPLA1 counter, FC(F)(F)c1cccc(Cc2noc(CN3CCC(N4CCCCC4)CC3)n2)c1 is listed with 0

Only part of the results is shown; count on the stated rates, not on these rows.
